Nrf2 ARE act: qHTS of Nrf2 Activators | AREc32 ARE-luciferase reporter (MCF7-derived line), luminescence, 24 h | Potency, µM (series often up to 46.1 µM), without a hit: top-dose activation, most hits filed as activators | hit rate 0.31% among 410,000 | AID 624171, 2012; note: potency is the fitted concentration of half-maximal effect; % of control where 0% means no effect; nearly all actives have a fitted effect of over 65% in size
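Reporter line AREc32 (ARE-Fluc), seeded overnight in OPTI-MEM with 5% FBS; compound pin-transferred, 24 hr at 37 deg C, 5% CO2; luminescent read-out.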
IL-1B inflam inh: qHTS for Inhibitors of Inflammasome Signaling: IL-1-beta AlphaLISA Primary Screen; activity change, % at 57.5 µM; hit rate 4.7% among 360,000; THP-1 LPS/ATP IL-1B secretion, AlphaLISA, 16 h; active compounds read low; in the data active = activity change below about -50%; inconclusive = mostly about -30% to -49%; note: % is set by controls: 0 for no effect and ±100 for the full control effect
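Secreted IL-1B measured by AlphaLISA bead assay after 16 h compound exposure of THP-1 cells; compounds (final up to 57.5 uM) added 1 h before LPS (250 ng/mL) and ATP (1.25 mM) stimulation; lower signal means less secretion.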
S2 tox: Viability Counterscreen for Primary qHTS for Inhibitors of ATXN expression. S2 cells (HEK-293 line with an ATXN2-luciferase reporter) viability, CellTiter-Fluor protease fluorescence, 24 h. Potency, µM (titrated, usually from 56.7 µM), usual class: cytotoxic. hit rate 0.49% among 400,000; note: potency is the fitted concentration of half-maximal effect; nearly all actives have a fitted effect of over 40% in size
Nrf2 block: Nrf2 qHTS screen for inhibitors; A549 ARE-Fluc reporter, luciferase luminescence, 18-24 h; Potency, µM (doses to about 46 µM), inactives show at the highest dose activity change, negative = inhibition, most hits filed as inhibitors; hit rate 2.1% among 360,000; AID 504444, 2011; note: potency is the fitted concentration of half-maximal effect; % is set by controls: 0 for no effect and ±100 for the full control effect; nearly all actives have a fitted effect of over 60% in size
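Cells were seeded and rested 2 h, then exposed to compounds for 18-24 h. CellTiter-Fluor was read first as a viability measure. BugLite was added 15 min before the final luminescent read of ARE-luciferase activity in A549 cells.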
ATXN2 expr inh: Primary qHTS for Inhibitors of ATXN expression; Potency, µM (top dose mostly 57 µM), for inactives: at the highest dose activity change, negative = inhibition, usual class: inhibitors; hit rate 0.72% among 360,000; HEK-293 ATXN2-luciferase reporter, luminescence, 24 h; note: potency is the fitted concentration of half-maximal effect; % is set by controls: 0 for no effect and ±100 for the full control effect; nearly all actives have a fitted effect of over 55% in size
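qHTS (up to 57 uM final) was run with 24 h compound exposure of reporter cells at 37 °C. Each well was multiplexed: SteadyGlo luminescence measured ATXN2-luciferase expression after a fluorogenic Gly-Phe-AFC viability readout (25 uM final).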
TGFb SMAD3 inh: qHTS for Inhibitors of TGF-b; HepG2 CAGA-GFP TGF-b/SMAD3 reporter, GFP fluorescence, 18 h; TGF-beta stimulated, 500 pg/mL final; Potency, µM (top dose mostly 46.1 µM), for the others: at the highest dose activity, negative = inhibition, most hits filed as inhibitors; hit rate 1.2% among 410,000; AID 588855, 2011; note: potency is the fitted concentration of half-maximal effect; % is set by controls: 0 for no effect and ±100 for the full control effect; nearly all actives have a fitted effect of over 65% in size
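TGF-beta reporter screen: HEPG2 CAGA-GFP, 1% FBS, 500 pg/mL TGF-beta final, 18 h; per-cell GFP summed per well; curves fitted and categorized by class.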
MCF10A rereplic: A quantitative high throughput screen for small molecules that induce DNA re-replication in MCF 10a normal breast cells; hit rate 2.9% among 350,000; Potency, µM (series often up to 46.1 µM), without a hit: at the highest dose activity, positive = re-replication, hits mostly activators; MCF 10A DNA re-replication, Hoechst nuclear intensity, 48 h; note: potency is the fitted concentration of half-maximal effect; % of control where 0% means no effect; nearly all actives have a fitted effect of over 50% in size
A549 tox: Nrf2 qHTS screen for inhibitors: counterscreen for cytotoxicity. A549 ARE-Fluc cells, CellTiter-Fluor viability, 18-24 h. Potency, µM (highest dose often 46 µM), for inactives: at the highest dose activity change, negative = cytotoxicity, hits mostly inhibitors. hit rate 0.16% among 390,000. AID 504648, 2011; note: potency is the fitted concentration of half-maximal effect; % is set by controls: 0 for no effect and ±100 for the full control effect
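Cytotoxicity counterscreen: CellTiter-Fluor fluorescence was measured in A549 ARE_Fluc cells after 18-24 h of compound exposure in a concentration series. The subsequent BugLite luminescent read reports ARE-luciferase activity.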
HepG2 viability: qHTS for Inhibitors of TGF-b: Cytotox Counterscreen. HepG2 CAGA-GFP viability, ATP luminescence, 18 h. Potency, µM (doses to about 46.1 µM), for inactives: at the highest dose activity change, negative = cytotoxicity, usual class: cytotoxic. hit rate 0.76% among 410,000. AID 588856, 2011; note: potency is the fitted concentration of half-maximal effect; some results filed as inactive show a strong effect at the top dose
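HepG2 CAGA-GFP cells (1000/well, DMEM with 1% FBS) received compound, then TGF-beta at 500 pg/mL final, and were incubated 18 hours at 37 degrees C. Viability was read by CellTiter-Glo luminescence. Media-only wells were set as complete cell-killing and DMSO as no toxicity.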
Active calls of the source: *; i = inactive; ? = inconclusive; . = no result given; [ ] = dose if it differs, or a comment. Unless noted, calls come from the whole dose curve; as a rule, active = well fitted curve in the direction sought with a large enough effect; inconclusive = small, poorly fitted or top-dose-only effect, or another doubt; inactive = no such curve, though single readings can be large; an effect the other way counts as inactive or inconclusive. Random draw from the library; about 8.8% have a hit in one of these screens.

nr	mol	A549 tox	S2 tox	Nrf2 ARE act	Nrf2 block	HepG2 viability	MCF10A rereplic	IL-1B inflam inh	TGFb SMAD3 inh	ATXN2 expr inh
1	COc1ccc(/C=N\N=C2/SC(CC(=O)O)C(=O)N2c2ccc(O)cc2)cc1OC (stereo unspecified)	0%	i	-0.8%	11%	6%	2%	14	-23%	0%
2	Cc1cc([N+](=O)[O-])ccc1NC(=O)CCC(=O)N1CCCCCC1	-5%	i	-0.5%	-9%	-2%	0%	0	5%	10%
3	c1ccc(Cn2nnnc2C(c2cccs2)N2CCSCC2)cc1 (stereo unspecified)	-12%	i	-0.4%	-4%	1%	1%	-16	3%	-1%
4	COc1cc(Cl)c(C)cc1Nc1nc2ccccc2c2nnc(C)n12	5%	.	5.7%	?	2%	.	.	5%	.
5	CCCCn1c(N)c(N(CC)C(=O)C2CCC2)c(=O)[nH]c1=O	1%	i	-0.2%	-4%	-12%	-4%	6	-2%	-2%
6	Cc1c(NC(=O)c2ccc(Cl)cc2)cc(C(C)C)c(O)c1S(=O)(=O)c1ccc(Cl)cc1	-5%	i	4.7%	17%	1%	.	.	-25%	11%
7	CCc1ccc(-c2cc(C)no2)cc1S(=O)(=O)N1CCN(c2cc(C)ccc2C)CC1	0%	i	0.0%	-18%	-8%	-8%	-9	-12%	-1%
8	N#Cc1ccccc1S(=O)(=O)N1CCN(C(=O)CN2CCCSc3ccccc32)CC1	-1%	i	0.0%	0%	4%	0%	20	0%	-2%
9	O=C(COC(=O)c1ccccc1)Nc1cccc(S(=O)(=O)N2CCCCC2)c1	-9%	i	-0.2%	15%	-4%	-1%	1	?	-4%
10	CCc1ccc2c(c1)C(c1ccc([N+](=O)[O-])cc1)=NNC(c1ccc(Br)cc1)=N2	0%	?	0.3%	4%	0%	4%	2	0%	-3%
11	COc1ccc2oc(C(=O)OCC(=O)NCCN3C(=O)CSC3=O)c(C)c2c1	7%	i	3.4%	9%	-29%	16%	12	-21%	17%
12	O=C(Cn1nnc2ccccc2c1=O)N[C@H](C(=O)O)c1ccccc1	-2%	i	-0.3%	0%	8%	2%	-5	8%	18%
13	COc1ccc(CNC(=O)c2noc3c2CCCC3)cc1	-13%	i	0.0%	15%	4%	24%	5	-15%	33%
14	Cc1onc(-c2c(F)cccc2Cl)c1C(=O)OCC(=O)Nc1c(C)n(C)n(-c2ccccc2)c1=O	2%	i	-0.9%	-6%	-7%	8%	8	1%	-5%
15	Cc1cc(=O)oc2cc(OCC(=O)Nc3nccs3)ccc12	-5%	i	0.8%	?	15%	-4%	-6	17%	.
16	O=C(Nc1ccc(O)cc1)/C(=C\c1cccs1)NC(=O)c1ccccc1	-11%	i	-0.1%	3%	1%	9%	-16	13%	2%
17	O=C(CCCC(=O)Nc1ccccc1Br)N/N=C/c1c(F)cccc1Cl	1%	i	1.7%	-18%	-10%	-4%	-11	7%	3%
18	O=C(CSc1nnc(COc2ccccc2)n1-c1ccccc1)c1ccccc1	-7%	i	0.3%	-12%	-15%	25%	2	9%	-19%
19	O=C1NC(c2cc3c(cc2Cl)OCO3)Oc2ccccc21 (stereo unspecified)	0%	i	-0.5%	?	-4%	7%	-13	?	9%
20	COCCn1c(CNC(=O)c2cc([N+](=O)[O-])ccc2Cl)nc2cccnc21	5%	.	0.4%	.	7%	.	.	?	.
21	Cc1cccc(NC(=O)CN2C(=O)N/C(=C\c3ccc(-c4cccc(C(=O)O)c4)o3)C2=O)c1	-19%	i	0.6%	-10%	12%	16µM*	11	?	57%[activator]
22	COc1ccc(N2CCN(C(=O)CNC(=O)c3cn(-c4ccccc4OC)c(=O)c4ccccc34)CC2)cc1	-4%	i	-1.0%	9%	-22%	-4%	?	0%	1%
23	O=C(O)c1ccccc1-c1ccccc1C(=O)Nc1ccc2c(c1)oc(=O)c1ccccc12	.	i	0.2%	.	7%	.	?	-2%	.
24	CCCc1nc2ccccc2n1CCOc1ccccc1	11%	i	2.3%	-4%	-31%	?	34	-6%	-5%
25	Cc1cccc(C(=O)NCCNC(=O)c2cccc(C)c2)c1	-2%	i	-0.6%	?	-6%	-5%	74	-2%	?
26	Cc1ccc(S(=O)(=O)NC(C)C(=O)NC2CCCCCC2)cc1 (stereo unspecified)	3%	i	-1.3%	2%	-5%	-2%	15	-15%	-8%
27	Cn1c2c(c(=O)n(C)c1=O)CN(Cc1ccc(F)cc1)CN2	0%	i	0.1%	-10%	-32%	0%	0	12%	-1%
28	O=c1oc2cc(O)ccc2cc1-c1ccccc1	0%	.	7.3%	?	-24%	?	-2	1%	.
29	CCCOc1ccc(C(F)(F)F)cc1NS(=O)(=O)c1ccc(Cl)nc1	0%	i	8.8%	?	-15%	?	-65*	?	?
30	C/C(=N\NC(=O)Cc1cccn1C)c1ccc2ccccc2c1	-1%	i	1.5%	3%	0%	17%	-61*	32%[activator]	13%
31	COc1cccc2cc(C(=O)CS(=O)(=O)c3ccc(Cl)cc3)c(=O)oc12	-3%	?	4.7%	-3%	-16%	?	-6	-1%	.
32	Cc1nn(C)c(C)c1S(=O)(=O)N1CCC(C(=O)NC2CCCc3ccccc32)CC1 (stereo unspecified)	0%	i	-0.8%	-5%	0%	0%	6	?	1%
33	CCOc1nc(-c2ccccc2)ccc1-c1noc(COC)n1	?	i	-0.1%	?	-42%	24%	-2	25%	-7%
34	CCC(=O)Nc1ccc(C(=O)COC(=O)c2nc3nccc(C)n3n2)cc1	-6%	i	-0.4%	1%	-2%	5%	10	-1%	9%
35	COC(=O)C1C(=O)C2=C(CC1C)NC(=O)CC2c1ccccc1 (stereo unspecified)	-4%	i	0.3%	-1%	-5%	2%	8	-7%	3%
36	O=C(O)Cc1sc(NC2CCCCC2)nc1-c1ccc(Cl)cc1	-8%	?	2.7%	-18%	-8%	?	9	9%	0%
37	C=CCc1ccccc1OCC(CN1CCCCC1)OC(C)=O (stereo unspecified)	0%	i	0.4%	22%	-28%	18%	-13	5%	2%
38	CCOCCCNC(=O)C(c1ccc(Cl)cc1)N(Cc1cccs1)C(=O)c1ccccn1 (stereo unspecified)	-5%	i	-0.4%	-10%	-11%	-10%	-5	0%	-23%
39	CCCCC(NS(=O)(=O)c1ccc(C)cc1)C(=O)Oc1ccc2c3c(c(=O)oc2c1)CCC3 (stereo unspecified)	-2%	i	0.1%	17%	8%	26%	7	17%	3%
40	CCCN(CCC)Cc1cc2ccccc2c2c1COC2	-2%	i	0.5%	2%	-33%	5%	35	1%	-8%

5 records picked at random from the list so far, as already listed:
nr	mol	A549 tox	S2 tox	Nrf2 ARE act	Nrf2 block	HepG2 viability	MCF10A rereplic	IL-1B inflam inh	TGFb SMAD3 inh	ATXN2 expr inh
32	Cc1nn(C)c(C)c1S(=O)(=O)N1CCC(C(=O)NC2CCCc3ccccc32)CC1 (stereo unspecified)	0%	i	-0.8%	-5%	0%	0%	6	?	1%
34	CCC(=O)Nc1ccc(C(=O)COC(=O)c2nc3nccc(C)n3n2)cc1	-6%	i	-0.4%	1%	-2%	5%	10	-1%	9%
31	COc1cccc2cc(C(=O)CS(=O)(=O)c3ccc(Cl)cc3)c(=O)oc12	-3%	?	4.7%	-3%	-16%	?	-6	-1%	.
33	CCOc1nc(-c2ccccc2)ccc1-c1noc(COC)n1	?	i	-0.1%	?	-42%	24%	-2	25%	-7%
35	COC(=O)C1C(=O)C2=C(CC1C)NC(=O)CC2c1ccccc1 (stereo unspecified)	-4%	i	0.3%	-1%	-5%	2%	8	-7%	3%

Two entries from above, screen by screen:
36: O=C(O)Cc1sc(NC2CCCCC2)nc1-c1ccc(Cl)cc1
37: C=CCc1ccccc1OCC(CN1CCCCC1)OC(C)=O (stereo unspecified)

| entry no. | 36 | 37 |
| --- | --- | --- |
| A549 tox | -8% | 0% |
| S2 tox | ? | i |
| Nrf2 ARE act | 2.7% | 0.4% |
| Nrf2 block | -18% | 22% |
| HepG2 viability | -8% | -28% |
| MCF10A rereplic | ? | 18% |
| IL-1B inflam inh | 9 | -13 |
| TGFb SMAD3 inh | 9% | 5% |
| ATXN2 expr inh | 0% | 2% |

The list goes on:
nr	mol	A549 tox	S2 tox	Nrf2 ARE act	Nrf2 block	HepG2 viability	MCF10A rereplic	IL-1B inflam inh	TGFb SMAD3 inh	ATXN2 expr inh
41	O=C(Nc1ccccn1)c1ccc(COc2ccccc2Cl)o1	-3%	i	11%	3%	1%	?	-13	14%	30%
42	Cc1ccc(CCN2CC(C(=O)NCCCN3CCCCCC3)CC2=O)cc1 (stereo unspecified)	0%	i	-0.2%	16%	-1%	-2%	19	10%	3%
43	CC(C)C(=O)N1CCC1(C)C(=O)Nc1ccccc1OC(F)F (stereo unspecified)	.	i	-0.8%	.	-2%	.	21	5%	10%
44	O=S(=O)(Nc1cccc2ccccc12)c1cccc2nonc12	-2%	i	0.8%	2%	-52%	15%	-7	-5%	-16%
45	COc1cc(C(O)P(=O)(OCCC(C)C)c2ccc(N(C)C)cc2)cc(OC)c1OC (stereo unspecified)	-6%	i	0.0%	10%	-1%	-25%	.	-6%	2%
46	N#CC1=C(SCC(=O)c2ccc(Br)cc2)NC2=C(C(=O)CCC2)C1c1ccco1 (stereo unspecified)	?	i	3.4%	18µM*	-3%	7.9µM*	-7	-25%	-17%
